# Compound activity (PubChem)
# Avidin fluor: green autofluorescence of compounds with avidin beads – biophysical, 488/530 nm, flow cytometry, artefact control, profiling panel | 220,000 tested, 0.38% active | fluorescence (KMESF) at 10 µM | compound fluorescence 488/530 nm; stronger effect = higher value | AID 1775, 2009; in the data active means fluorescence above about 47; further: inactives centre near 10
# Mcl1-Noxa inh: Mcl-1/Noxa binding inhibitors, primary screen, biochemical, TR-FRET, 1536-well; Induced myeloid leukemia cell differentiation protein Mcl-1 (Homo sapiens), Q07820; TR-FRET Mcl-1/Noxa peptide binding, 2 h; inhibition, % at 21.7 µM; 220,000 tested, 1.5% active; AID 1022, 2008;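 active means compounds that cut the protein-peptide binding signal by more than 50% relative to plate controls in a single-dose test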;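 further: His-tagged Mcl-1 with rhodamine Noxa BH3 peptide and terbium anti-His antibody; 0% = Mcl-1 plus Noxa peptide wells and 100% = peptide-only wells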
# ABCG2 block: ABCG2 efflux pump inhibitors, primary screen, multiplex with ABCB1, IgMXP3 cells, flow cytometry. 190,000 tested, 0.1% active. JC-1 efflux. Broad substrate specificity ATP-binding cassette transporter ABCG2 (Homo sapiens), Q9UNQ0. inhibition, % at 6.6 µM. AID 1325, 2008;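 active means inhibition above 80%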;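 further: 0% = DMSO and 100% = nicardipine control wells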
#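 Test system: IgMXP3 cells (ABCG2) mixed with DDAO far-red-labelled CCRF-Adr cells (ABCB1). Reagent: JC-1 transporter substrate. Compound dosing: single test compound dose, 6.6 µM final. Times: 10 min compound exposure, 25 °C. Detection: flow cytometry of retained JC-1 fluorescence. Read-out basis: efflux inhibition in percent versus controls. Controls: nicardipine and DMSO wells.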
# Rab2 wt GTP: modulators of GTP binding to Rab2A wildtype, primary screen, biochemical, dog, bead-based flow cytometry, multiplex; GST-Rab2 wt beads, Bodipy-GTP binding; GTP binding activity, % at 10 µM; 190,000 tested, 0.19% active;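 active means GTP binding activity at least 20 points away from 100%, either lowered or raised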;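 further: 0% = beads with excess unlabeled GTP and 100% = no-compound control corrected for plate trend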
# HRas wt GTP bind: modulators of GTP binding to HRas wildtype, primary screen, biochemical, bead-based flow cytometry, multiplex. GTPase HRas (Homo sapiens), P01112. GTP binding activity, % at 10 µM. GST-Ras wt beads, Bodipy-FL-GTP binding; actives lie on both sides. 190,000 tested, 0.14% active. AID 759, 2007;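 active means GTP binding activity at least 20% away from the 100% baseline, either lowered as inhibitor or raised as activator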;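 further: 0% = unlabeled GTP competition control and 100% = no-compound control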
# Rac1 mut GTP: GTP binding modulators of activated mutant Rac1, primary screen, biochemical, bead-based flow cytometry, multiplex, fluorescent GTP. Ras-related C3 botulinum toxin substrate 1 (Homo sapiens), P63000. GST-Rac1 activated beads; actives lie on both sides; 100% means binding = to untreated wells. percent activity (GTP binding), % at 10 µM. 190,000 tested, 0.11% active. AID 764, 2007;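 active means GTP binding at least 20 percentage points away from the 100% baseline, in either direction, so actives lie on both sides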
# ABCB1 block: ABCB1 efflux pump inhibitors, primary screen, cell-based, multiplex, flow cytometry, ABCG2 counter-screen; ATP-dependent translocase ABCB1 (Homo sapiens), P08183; inhibition, % at 6.6 µM; 190,000 tested, 0.067% active; CCRF-Adr cells, JC-1 efflux; in the data active means inhibition above about 40%;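 further: 0% = vehicle and 100% = reference inhibitor; higher value means more JC-1 retained so stronger ABCB1 efflux block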
# Target sequence (P08183 whole entry, looked up): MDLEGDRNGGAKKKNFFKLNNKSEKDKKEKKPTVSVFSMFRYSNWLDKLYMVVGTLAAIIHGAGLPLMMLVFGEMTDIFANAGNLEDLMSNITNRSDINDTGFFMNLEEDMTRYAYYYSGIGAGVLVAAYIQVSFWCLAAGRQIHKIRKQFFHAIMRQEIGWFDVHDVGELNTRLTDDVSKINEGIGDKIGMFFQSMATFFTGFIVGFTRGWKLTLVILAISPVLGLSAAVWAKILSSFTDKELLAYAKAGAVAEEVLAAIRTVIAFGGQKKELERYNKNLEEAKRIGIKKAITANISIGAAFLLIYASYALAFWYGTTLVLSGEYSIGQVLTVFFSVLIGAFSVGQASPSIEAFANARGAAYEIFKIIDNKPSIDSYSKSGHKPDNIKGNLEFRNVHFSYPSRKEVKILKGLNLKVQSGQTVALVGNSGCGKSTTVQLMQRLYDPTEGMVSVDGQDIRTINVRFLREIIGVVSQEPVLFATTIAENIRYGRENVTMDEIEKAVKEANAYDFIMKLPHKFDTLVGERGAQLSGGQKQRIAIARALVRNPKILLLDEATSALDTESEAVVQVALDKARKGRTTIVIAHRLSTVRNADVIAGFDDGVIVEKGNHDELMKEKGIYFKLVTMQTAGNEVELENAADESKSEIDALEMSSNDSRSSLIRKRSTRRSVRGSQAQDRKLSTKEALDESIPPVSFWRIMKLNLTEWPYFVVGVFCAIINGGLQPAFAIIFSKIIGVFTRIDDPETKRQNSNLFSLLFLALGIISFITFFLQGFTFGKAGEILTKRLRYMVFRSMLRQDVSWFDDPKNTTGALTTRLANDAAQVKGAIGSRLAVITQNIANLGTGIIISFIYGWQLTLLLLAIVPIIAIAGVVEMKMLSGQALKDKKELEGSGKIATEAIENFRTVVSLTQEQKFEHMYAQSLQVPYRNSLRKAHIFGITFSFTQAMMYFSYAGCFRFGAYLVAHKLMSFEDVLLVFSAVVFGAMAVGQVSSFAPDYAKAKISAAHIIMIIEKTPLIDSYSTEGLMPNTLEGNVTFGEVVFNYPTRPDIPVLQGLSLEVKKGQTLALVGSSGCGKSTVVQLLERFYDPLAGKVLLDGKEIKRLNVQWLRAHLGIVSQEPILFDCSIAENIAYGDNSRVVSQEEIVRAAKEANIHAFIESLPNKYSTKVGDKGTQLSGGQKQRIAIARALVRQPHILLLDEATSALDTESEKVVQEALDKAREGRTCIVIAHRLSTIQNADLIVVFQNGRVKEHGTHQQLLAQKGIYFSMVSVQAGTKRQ
# Rac1 wt modul: wildtype Rac1 GTP binding modulators, primary screen, biochemical, GST-Rac1 beads, flow cytometry, multiplex. AID 757, 2007. GTP binding activity (% of control), % at 10 µM. fluorescent GTP binding; actives lie on both sides; 0 = cold GTP competed, 100 = untreated. Ras-related C3 botulinum toxin substrate 1 (Homo sapiens), P63000. 190,000 tested, 0.27% active;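 active means GTP binding activity at least 20 points away from the 100% control level, either lower or higher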
# Rab7 wt modul: modulators of GTP binding to Rab7, primary screen, biochemical, wildtype, multiplex bead flow cytometry; GST-Rab7 beads, fluorescent GTP binding; actives lie on both sides; untreated = 100%, excess cold GTP = 0%; GTP binding activity (percent of control), % at 10 µM; 190,000 tested, 0.055% active; AID 758, 2007;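 active means fluorescent GTP binding to Rab7 beads changed by at least 20 points from the 100% baseline, either direction, mostly lower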;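 further: median green fluorescence of bound Bodipy-FL-GTP per Rab7 bead population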
# Pf gametocyte: late stage P. falciparum gametocyte viability inhibitors, primary screen, ATP luminescence, HTS. AID 743093, 2013. 150,000 tested, 0.065% active. P. falciparum stage V gametocytes, 24 h. inhibition, % at 10.9 µM;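 active means inhibition above the mean plus 3 SD of compounds within the control limits, set per campaign, cut at about 38% in these data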;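 further: 0% = DMSO wells and 100% = medium only without gametocytes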
# Cdc42 wt GTP: modulators of GTP binding to wildtype Cdc42, primary screen, biochemical, multiplex bead flow cytometry, Bodipy-GTP; Cell division control protein 42 homolog (Homo sapiens), P60953; GST-Cdc42 beads; actives lie on both sides; percent activity (GTP binding), % at 10 µM; 190,000 tested, 0.2% active; AID 761, 2007;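 active means percent activity GTP binding at least 20 points away from the 100% baseline, either down as inhibitor or up as activator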;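 further: median bead fluorescence of bound Bodipy-FL-GTP at 100 nM; 0% = excess unlabeled GTP control and 100% = no compound control; below 100% means less GTP binding so inhibitor and above means activator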
# * = called active by the depositor; / = no result given.
cpd	mol	Avidin fluor	Mcl1-Noxa inh	ABCG2 block	Rab2 wt GTP	HRas wt GTP bind	Rac1 mut GTP
1	O=C1c2ccccc2C(=O)N1c1ccc(-c2nc3ccccc3o2)cc1	26	-152	0	102	102	99
2	CCN1CCN(C(=O)Nc2cccc3ccccc23)CC1	4	11	-1	97	98	95
3	O=c1[nH]c2ccc(S(=O)(=O)NCc3ccccn3)cc2s1	6	10	-1	97	96	96
4	O=C(NCc1ccc(F)cc1)C1C2C=CC3(CN(Cc4cccnc4)C(=O)C13)O2 (stereo unspecified)	23	0	1	100	99	100
5	CCOc1cc(-c2nc(-c3ccc(C)nc3OCC)no2)cc(OCC)c1OCC	17	4	0	104	106	102
6	O=S(=O)(Cc1ccccc1)NCC1CCCN(Cc2ccc(F)c(F)c2)C1 (stereo unspecified)	8	8	1	95	95	94
7	Cn1nc(C(=O)OCc2ccc(F)cc2)c2ccccc2c1=O	23	24	6	96	95	93
8	Cc1ccc(NC(=S)NNC(=S)NCc2ccccc2)cc1	11	-24	3	103	105	99
9	O=C(Nc1ccc(-c2cn3ccccc3n2)cc1)c1ccco1	4	17	0	99	100	101
10	O=C(Nc1ccccc1)N1CCN(c2cccc(C(F)(F)F)c2)CC1	5	2	/	102	102	101
11	CCN(C(=O)c1c(C)cc(=O)oc1C)c1ccc2c(c1)OCO2	8	1	-5	104	104	100
12	Cc1[nH]nc2ncc(C(=O)c3ccccc3O)cc12	8	-4	1	102	99	102
13	c1ccc2c(CNn3cnnc3)cccc2c1	8	-2	1	102	98	99
14	O=C(COc1ccc(Cl)cc1)NCCCn1ccnc1	9	-5	0	99	100	99
15	Cc1c(Cl)c(=O)oc2cc(OCC(=O)NCc3cccs3)ccc12	7	-22	14	100	101	100

cpd	ABCB1 block	Rac1 wt modul	Rab7 wt modul	Pf gametocyte	Cdc42 wt GTP
1	0.0	106	101	/	105
2	-0.2	98	97	/	100
3	-0.4	96	99	/	97
4	0.3	102	100	-8	101
5	0.3	105	104	24	108
6	-0.2	97	97	12	91
7	0.7	92	102	/	93
8	0.5	103	101	/	103
9	-0.2	100	101	3	100
10	/	103	101	/	103
11	-1.1	106	102	/	106
12	0.0	102	81	2	103
13	0.0	106	102	7	102
14	-0.2	105	95	/	101
15	0.3	104	98	8	100

# (next part)
cpd	mol	Avidin fluor	Mcl1-Noxa inh	ABCG2 block	Rab2 wt GTP	HRas wt GTP bind	Rac1 mut GTP
16	O=c1c2cccnc2[nH]c(=S)n1CCCN1CCN(c2ccccc2F)CC1	31	-3	0	97	99	97
17	Cc1ccc(C(=O)N2CCN(c3ccc(NC(=S)NC(=O)c4cccs4)cc3)CC2)cc1	9	10	14	97	97	93
18	NC(=O)c1nsc(C(=O)N(CC(=O)NCc2ccc(F)cc2)Cc2ccco2)c1N	9	4	7	101	100	97
19	O=C(NCc1ccco1)C(c1ccccc1)N(C(=O)Cc1cccs1)c1cccnc1 (stereo unspecified)	10	-2	7	99	99	97
20	FC(F)(F)COc1ccc(-n2ccnc2)nn1	9	-9	11	99	99	97
21	CCc1ccc(CCC(=O)Nc2nnc(C)s2)o1	9	-1	1	104	103	101
22	COC(=O)c1ccc(NC(=O)CSC2=NC(=O)C(c3ccccc3)C(=O)N2)cc1 (stereo unspecified)	11	3	0	97	96	98
23	O=C(COc1ccc([N+](=O)[O-])cc1)Nc1cc(C(=O)O)cc(C(=O)O)c1	8	6	1	94	96	94
24	O=C(O)CCCN=C1CCCc2ccccc2N1	30	-23	0	101	102	100
25	N#CC(C(N)=O)=C1CCC2(CC1)OCCCCO2	8	-2	4	99	100	97
26	Cc1ccc(OCC(=O)c2cc(C)n(-c3ccccc3)c2C)c([N+](=O)[O-])n1	5	5	11	99	97	100
27	COc1cccc(/C=N/n2c(=S)n(C)c3cc(C)c(C)cc32)c1OC	12	-2	7	98	97	98
28	Cc1cc(Nc2cccc(F)c2)nc(-c2ccccc2O)n1	7	7	13	90	94	94
29	CCCCCOc1ccc(C(=O)NC(CCC)C(=O)O)cc1 (stereo unspecified)	7	-4	0	97	99	98
30	CCC(=O)Nc1ccc(NC(=O)Cc2ccccc2)cn1	26	12	-2	99	98	99

cpd	ABCB1 block	Rac1 wt modul	Rab7 wt modul	Pf gametocyte	Cdc42 wt GTP
16	0.3	102	96	/	99
17	1.0	101	96	-10	95
18	5.6	99	102	-12	102
19	1.7	100	109	/	97
20	1.7	102	97	-16	100
21	0.2	110	102	-13	105
22	/	97	91	8	94
23	0.4	97	96	/	94
24	-0.2	109	100	/	107
25	0.1	100	96	4	101
26	26	104	93	2	102
27	0.6	98	99	20	98
28	0.2	98	91	/	95
29	0.0	101	99	/	100
30	0.0	98	96	/	98

# (cont.)
cpd	mol	Avidin fluor	Mcl1-Noxa inh	ABCG2 block	Rab2 wt GTP	HRas wt GTP bind	Rac1 mut GTP
31	CCCCOCCCNC(=O)Cc1cccs1	12	5	2	100	100	100
32	COc1ccc(OC)c(C2/C(=C(\O)c3ccc(OC)c(Cl)c3)C(=O)C(=O)N2CCN(C)C)c1 (stereo unspecified)	10	-1	1	101	101	100
33	COc1ccc(Cl)cc1N(CC(=O)N/N=C/c1ccc(OC(C)C)cc1)S(=O)(=O)c1ccc(C)c([N+](=O)[O-])c1	12	1	-3	101	102	102
34	COc1cc(CNCCO)cc(Br)c1OCc1cccs1	21	12	3	99	104	99
35	O=C(COc1ccc(-c2nnco2)cc1)N1CCN(S(=O)(=O)c2ccccc2)CC1	7	/	4	95	95	93
36	O=C(N/N=C\c1cccnc1)c1cc(-c2ccc(Cl)s2)[nH]n1	20	17	-1	100	101	99
37	Cc1cccc(C(=O)O/N=C/c2c(Cl)n(C)c3ccccc23)c1	22	-1	8	94	97	93
38	CCNS(=O)(=O)c1ccc(Br)c(OC)c1	35	-9	1	103	102	100
39	Cc1[nH]c2ccccc2c1/C=N/NC(=O)c1cccc(S(=O)(=O)Nc2ccccc2Cl)c1	31	18	-12	98	98	94
40	O=S(=O)(NCC(Nc1ccc(Cl)cc1)c1ccccc1)c1ccccc1 (stereo unspecified)	3	15	2	99	100	100
41	COc1ccc(-c2nnc(SCC(=O)N(C)C3CCS(=O)(=O)C3)n2N)cc1OC (stereo unspecified)	9	7	0	97	95	94
42	OC(COc1ccccc1)CN1CCN(Cc2ccc3c(c2)OCO3)CC1 (stereo unspecified)	21	26	1	95	95	94
43	CCCc1cc(C(=O)Nc2cccnc2)no1	6	12	3	101	101	99
44	CC1CCCN(CCCNC(=O)c2cc3c(Cl)nc4ccccc4c3s2)C1 (stereo unspecified)	6	22	8	95	97	100
45	COc1ccc(S(=O)(=O)N2CCSC2c2ccc(OC)c(OC)c2)cc1 (stereo unspecified)	3	6	0	103	103	99

cpd	ABCB1 block	Rac1 wt modul	Rab7 wt modul	Pf gametocyte	Cdc42 wt GTP
31	0.4	103	97	/	98
32	0.0	102	100	23	104
33	-0.2	103	98	3	101
34	0.8	106	100	/	101
35	0.7	90	96	/	97
36	-0.4	100	107	/	96
37	0.7	96	93	-28	97
38	0.5	104	99	/	106
39	-1.9	98	99	4	97
40	0.8	101	98	1	102
41	0.0	96	96	21	97
42	0.5	97	97	/	97
43	0.7	103	101	/	100
44	4.8	104	103	10	97
45	0.3	103	102	-1	103

# Entries of single compounds as entered above. Order of values: Avidin fluor	Mcl1-Noxa inh	ABCG2 block	Rab2 wt GTP	HRas wt GTP bind	Rac1 mut GTP	ABCB1 block	Rac1 wt modul	Rab7 wt modul	Pf gametocyte	Cdc42 wt GTP
# Results for COc1ccc(S(=O)(=O)N2CCSC2c2ccc(OC)c(OC)c2)cc1 (stereo unspecified) = 3	6	0	103	103	99	0.3	103	102	-1	103
# Results for CCCCCOc1ccc(C(=O)NC(CCC)C(=O)O)cc1 (stereo unspecified) = 7	-4	0	97	99	98	0.0	101	99	/	100
# Results for O=C(Nc1ccc(-c2cn3ccccc3n2)cc1)c1ccco1 = 4	17	0	99	100	101	-0.2	100	101	3	100
# Results for CCc1ccc(CCC(=O)Nc2nnc(C)s2)o1 = 9	-1	1	104	103	101	0.2	110	102	-13	105
# Results for O=C(COc1ccc([N+](=O)[O-])cc1)Nc1cc(C(=O)O)cc(C(=O)O)c1 = 8	6	1	94	96	94	0.4	97	96	/	94

# (next part)
cpd	mol	Avidin fluor	Mcl1-Noxa inh	ABCG2 block	Rab2 wt GTP	HRas wt GTP bind	Rac1 mut GTP
46	CCOC(=O)CNC(=O)CSc1cc(C)nc2ccc(OC)cc12	9	21	46	98	96	97
47	CC(=O)NCCc1ccc(S(=O)(=O)N2CCOCC2)cc1	21	8	1	98	95	95
48	COc1cc(/C=C2\SC(=Nc3ccc(F)cc3)N(c3ccc(F)cc3)C2=O)ccc1OCC(=O)O	11	23	3	99	98	98
49	CC1(C)CNC(=O)c2sc(N3CCCCC3)nc2C1	8	-1	2	98	99	96
50	Cc1cc(Cl)ccc1NC(=O)Nc1c(C)n(-c2ccccc2)c(=O)n1C	37	4	1	99	99	98
51	CN1CCS/C1=C/C=C1/SC(=S)N(Cc2ccccc2)C1=O	13	8	15	99	97	98
52	Cc1c(N=C2N=C(NC(=O)c3cccs3)c3ccccc32)c(=O)n(-c2ccccc2)n1C	8	7	26	93	97	95

cpd	ABCB1 block	Rac1 wt modul	Rab7 wt modul	Pf gametocyte	Cdc42 wt GTP
46	-2.0	99	99	-6	97
47	0.0	96	92	6	97
48	0.4	103	103	/	100
49	0.3	98	98	10	99
50	0.5	103	101	24	102
51	5.4	97	100	-8	95
52	1.2	98	93	/	95
